Screens from PubChem.
DNA FID counter = displaces DNA intercalator in HCV helicase counter-screen; DNA fluorescent intercalator displacement, fluorescence; 290,000 compounds, 0.17% hits; inhibition, % at 7.9 µM; in the data active = inhibition above about 37%;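 also: 0% = vehicle and 100% = reference compound; higher means more ethidium bromide displaced from hairpin DNA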
VIM-2 inh = inhibitors of Pseudomonas aeruginosa VIM-2 metallo-beta-lactamase; purified VIM-2, nitrocefin hydrolysis, epi-absorbance fluorescence; inhibition, % at 5.6 µM; 290,000 compounds, 0.89% hits; AID 1527;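 active = inhibition above the mean of all tested compounds plus 3 SD, cutoff set per screening run, cut at about 7.5% in these data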;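 also: red hydrolysis product quenches plate fluorescence so inhibitors raise well fluorescence; 0% = enzyme with DMSO and 100% = DMSO without enzyme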
MEKK2mut PB1 HTS = signal of MEK5 binding to mutant human MEKK2 PB1 domain; bead flow cytometry, Alexa488-MEK5 binding to MEKK2 mutant; percent response, % at 10 µM; 290,000 compounds, 0.35% hits; in the data active = percent response above about 24%, passing the limit was not always enough; also: inactives centre near 1; some results filed as inactive read as strong as hits
IMP-1 inh = blocks Pseudomonas aeruginosa IMP-1 metallo-beta-lactamase; AID 1556; purified IMP-1, nitrocefin hydrolysis, epi-absorbance fluorescence; 290,000 compounds, 0.45% hits; inhibition, % at 5.6 µM;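 active = inhibition above the mean plus 3 SD of all compounds in the same screening run, cut at about 4.5% in these data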;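 also: 0% = IMP-1 with DMSO and 100% = DMSO wells lacking enzyme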
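assay system = purified recombinant IMP-1 metallo-beta-lactamase enzyme | schedule = 15 min preincubation plus 25 min reaction at 25 °C | signal = Epi-absorbance fluorescence, 480 nm excitation, 530 nm emission | read-out basis = percent inhibition from optical density relative to buffer-blank wells | controls = IMP-1 with DMSO as 0%, enzyme-free DMSO as 100%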
NALP1 yeast inh = NALP1 inhibition; 280,000 compounds, 0.61% hits; inhibition, % at 10 µM; S. cerevisiae NALP1/ASC/caspase-1 growth, X-gal OD620, 72 h; in the data active = inhibition mostly above about 24%, no sharp cut-off; inactive = mostly below about 32%; also: some compounds called inactive have numbers as strong as hits
MEKK2 WT-MEK5 = raises or lowers MEK5 binding to wildtype human MEKK2 PB1 domain. Q9Y2U5. bead flow cytometry, Alexa488-MEK5 binding to MEKK2 WT; actives lie on both sides. 290,000 compounds, 1.1% hits. AID 1531. binding response (% of control), % at 10 µM; in the data active = binding response below about 67% or above about 130%
NS3 helicase inh = inhibitors of Hepatitis C virus NS3 helicase; inhibition, % at 10.9 µM; NS3 helicase DNA unwinding, Cy5 molecular beacon fluorescence; 290,000 compounds, 0.56% hits;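 active = inhibition above the mean of all tested compounds plus 3 SD, set per campaign, cut at about 35% in these data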;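 also: 0% = DMSO wells and 100% = thioflavine S control wells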
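Measured by: Cy5 fluorescence, 0 and 60 min reads / Assay system: NS3 helicase fragment of HCV / Control set: low DMSO, high thioflavine S at 110 µM / Times: 1 h reaction at 25 °C, ATP-initiated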
PfM18AAP inh = blocks P. falciparum M18 aspartyl aminopeptidase | recombinant PfM18AAP, H-Glu-NHMec fluorogenic cleavage | inhibition, % at 7.35 µM | 290,000 compounds, 1.2% hits | AID 1822;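 active = inhibition above the campaign mean inhibition over all tested compounds plus 3 SD, cut at about 28% in these data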;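 also: 0% = plate median of test compound wells and 100% = 2 mM ZnCl2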
SUMO HTRF inh = blocks human SUMOylation mediated by UBC9; inhibition, % at 35 µM; HTRF SUMOylation assay, SAE1/SAE2 + UBC9, in vitro; 290,000 compounds, 0.36% hits; P63279; AID 2006; in the data active = inhibition above about 50%, passing the limit was not always enough; also: strong numbers were not always called active
Target sequence (P63279 whole entry, looked up): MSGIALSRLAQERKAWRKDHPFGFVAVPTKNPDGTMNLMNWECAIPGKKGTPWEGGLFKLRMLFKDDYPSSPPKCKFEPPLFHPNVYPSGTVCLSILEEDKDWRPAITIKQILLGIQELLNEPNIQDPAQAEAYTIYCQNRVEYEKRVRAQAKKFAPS
Starred values were filed as active, the others as inactive; x = no result given.

smiles,PfM18AAP inh,IMP-1 inh,MEKK2mut PB1 HTS,MEKK2 WT-MEK5,VIM-2 inh,DNA FID counter,SUMO HTRF inh,NS3 helicase inh,NALP1 yeast inh
COC(=O)C1=C(C)N(C)C(=O)NC1c1ccc([N+](=O)[O-])o1 (stereo not drawn),4,-2.5,-11,73,-1.3,0,22,-1,-6
Oc1ccc2ccccc2c1CNc1ccc(Br)cc1,-3,-0.9,-5,96,-0.2,13,-26,-5,22
CN(C)c1ccc(/C=N/NC(=O)CNC(=O)c2ccc3c(c2)OCCO3)cc1,5,-3.0,2,97,-2.9,-11,10,14,21
O=[N+]([O-])c1ccccc1CNc1ccc(F)c(Cl)c1,20,0.6,3,100,0.1,6,12,7,45
CS(=O)(=O)N(CC(=O)N1CCCCCC1)c1cccc(F)c1,-3,-2.9,2,107,0.2,-4,-5,-6,10
Cc1cc(C(=O)CSc2ccc(Cl)cc2)cc(C)c1OC(=S)N(C)C,4,-2.7,1,103,-4.0,0,-7,-2,2
COc1ccc(OCc2nnc(SCC(=O)Nc3nnc(C4CC4)s3)n2C)cc1,1,-4.8,5,100,-4.5,-36,1,-1,9
O=C(Nc1cccc(NC(=O)c2ccccc2Cl)c1)c1ccc([N+](=O)[O-])o1,3,-0.9,1,106,-0.9,0,7,0,18
Cc1cc(C)n2nc(SCn3nnc4ccccc4c3=O)nc2n1,3,-0.9,0,91,4.0,-4,8,2,1
COc1ccccc1CC(=O)N1CCN(C(=O)c2ccco2)CC1,4,-1.5,2,98,-0.5,-5,6,3,0
Cn1ccnc1SCC(=O)Nc1cccc(S(=O)(=O)N2CCCCCC2)c1,-3,-1.4,-38,103,-0.3,-8,23,11,9
CCCC(=O)NNC(=O)Nc1ccccc1,2,-2.9,-1,96,-2.6,1,-4,2,-1
CCOc1ccc(NS(=O)(=O)c2ccc3c(c2)n(C)c(=O)n3C)cc1,-16,0.5,1,107,0.4,-13,16,2,4
Cc1ccccc1N1CCN(C(=O)C2CCC(=O)N(C3CCCC3)C2)CC1 (stereo not drawn),0,-3.2,5,102,-1.7,-41,8,-2,6
CCn1c(-c2ccccc2)c(C(=O)CC#N)c2ccccc21,3,-0.8,-13,87,-0.5,-4,-20,2,-7
S=C1NCN(Cc2ccco2)CN1Cc1ccco1,0,-1.8,3,97,-1.7,-1,-10,1,16
OCCOc1ccc(CN2CCCC(N3CCN(c4ccc(F)cc4)CC3)C2)cc1 (stereo not drawn),0,-2.5,7,114,-2.8,4,10,3,12
O=C(NCC(=O)N(c1ccc(F)cc1)C(C(=O)NC1CCCCC1)c1ccncc1)c1ccco1 (stereo not drawn),2,-3.7,0,99,-1.4,-35,1,-4,2
O=C(Nc1ccc2c(c1)OCO2)C1CCCN(c2nc3ccccc3s2)C1 (stereo not drawn),4,-4.3,9,105,-4.9,-10,5,-7,0
O=C(CN1CCCC1)N/N=C/c1c(O)ccc2ccccc12,21,-1.9,19,113,-2.6,1,-1,14,-2
CCCCN(C)Cc1cc(=O)oc2cc3c(cc12)CCCC3,-11,-2.6,2,102,-3.4,-8,8,-18,2
COC(=O)C1=C(C(=O)OC)[C@@H]2N(C)c3ccc(OC)cc3[C@@]23C[C@@H](C(=O)OC)N(C(=O)c2cccs2)C3=N1,2,-2.8,-8,93,-2.2,-28,14,9,9
COc1cc(Nc2c3ccccc3nc3ccccc23)cc(OC)c1OC,2,-3.0,12,114,5.3,33,2,-10,17
O=C(CN1CCN(Cc2ccccc2)CC1)N=Nc1c(O)[nH]c2ccccc12,5,-2.5,-1,96,5.7,12,-5,-3,-1
COc1ccc(C)cc1NC(=O)CSCc1ccccc1C,-2,-4.3,9,103,-3.0,-31,8,9,16
COc1ccc(/C=C\C(=O)c2c(O)ccc3c(C)cc(=O)oc23)cc1OC,-5,-3.6,1,95,1.8,-15,18,-9,11
O=C(CCN1C(=O)COc2ccccc21)NCc1ccco1,2,0.8,-6,94,-0.7,-4,4,5,26
CCOC(=O)c1ccccc1-c1cn2cc(Cl)ccc2n1,1,0.4,-9,93,0.3,-13,11,11,-1
CCCN1CCC(NC(=O)CC2C(=O)NCCN2Cc2cccc(OC)c2)CC1 (stereo not drawn),16,-4.0,9,110,-2.9,-2,0,-12,13
COC(=O)CCc1nc2c(C#N)c(-c3ccc(Cl)cc3)ccn2n1,-16,-3.8,-2,103,-2.5,-10,1,-7,15

Continued; the last 5 above are carried over.
smiles,PfM18AAP inh,IMP-1 inh,MEKK2mut PB1 HTS,MEKK2 WT-MEK5,VIM-2 inh,DNA FID counter,SUMO HTRF inh,NS3 helicase inh,NALP1 yeast inh
COc1ccc(/C=C\C(=O)c2c(O)ccc3c(C)cc(=O)oc23)cc1OC,-5,-3.6,1,95,1.8,-15,18,-9,11
O=C(CCN1C(=O)COc2ccccc21)NCc1ccco1,2,0.8,-6,94,-0.7,-4,4,5,26
CCOC(=O)c1ccccc1-c1cn2cc(Cl)ccc2n1,1,0.4,-9,93,0.3,-13,11,11,-1
CCCN1CCC(NC(=O)CC2C(=O)NCCN2Cc2cccc(OC)c2)CC1 (stereo not drawn),16,-4.0,9,110,-2.9,-2,0,-12,13
COC(=O)CCc1nc2c(C#N)c(-c3ccc(Cl)cc3)ccn2n1,-16,-3.8,-2,103,-2.5,-10,1,-7,15
CC(=O)Nc1ccc(NC(=O)Cn2c(=O)n(-c3ccc(C)cc3)c(=O)c3oc4ccccc4c32)cc1,-9,1.4,-7,94,-1.6,-18,21,-7,-8
c1ccc(CSc2ncnc3ccccc23)cc1,-3,1.0,-3,96,0.8,-4,4,-11,23
C[C@H](C(O)c1ccccc1)N(C)C(=O)CN (stereo partly drawn),-2,-3.9,-2,103,-0.7,-1,14,5,5
Cc1ccc(C(=O)N/C(=C\c2ccc(-c3ccccc3[N+](=O)[O-])o2)C(=O)NCCCN(C)C)cc1,6,-2.9,25*,122,-1.9,2,24,-62,3
CCC(C)(C)NC(=O)C(c1ccco1)N(C(=O)c1csnn1)c1cccc(F)c1 (stereo not drawn),-3,0.8,2,99,2.2,-14,-2,-4,0
CCOC(=O)N1CCN(C(=O)c2cn(CC)c3ccc(S(=O)(=O)N4CCOCC4)cc3c2=O)CC1,4,-2.3,4,103,-2.5,-21,4,11,16
Brc1ccc(-c2noc(COc3ccc4c(c3)CCC4)n2)o1,7,-1.4,3,99,0.8,-1,-19,5,33
CC1(C)CC(=O)C=C(Nc2ccccc2N)C1,5,-2.1,10,104,-1.7,-4,-7,3,9
O=C(Oc1ccc(Cl)c2cccnc12)c1cccnc1,-4,-2.8,7,113,-4.0,1,19,-4,23
CC(NC(=O)c1ccco1)C(=O)N1CCCCC1 (stereo not drawn),4,-2.2,6,104,-0.5,-4,-9,4,6
CCCc1ccc(OC(=O)c2ccc(O)cc2Cl)cc1,-19,-5.8,-1,116,-2.8,4,-8,7,13
N#Cc1cccc(NC(=O)NCCc2c[nH]c3ccccc23)c1,2,-5.0,-4,96,1.5,-14,-9,7,13
CN(NC1OC(=O)c2ccccc21)c1ncc(C(F)(F)F)cc1Cl (stereo not drawn),5,-3.4,-2,98,-3.8,-1,5,-2,3
Cc1cc(C)nc(N/N=C/c2cccc([N+](=O)[O-])c2)n1,18,-4.8,-5,95,-3.3,2,-8,7,x
COc1ccc(-n2c(Cc3cccn3C)nnc2SCC(=O)Nc2cccc(F)c2)cc1,7,-4.0,-2,89,-1.8,-31,-6,17,18
CCOc1ncccc1C(=O)OCC(=O)NCc1ccc2c(c1)OCO2,-16,-0.9,-10,86,-1.6,-2,-8,6,-2
CN(C)c1ccc(C(=S)N2CCOCC2)cc1,-4,-2.2,-2,93,-2.1,1,24,-6,-19
COc1ccc(OCc2nnc(SCC(=O)NC3CC4CCC3C4)o2)cc1 (stereo not drawn),-4,-0.3,-2,103,0.5,-26,-2,-11,14
C=CCN(CC=C)Cc1c(C)[nH]c2c(C)c(C)ccc2c1=O,0,-4.1,-7,89,-2.7,3,1,4,17
CC(=O)Nc1ccc(OC(F)(F)Cl)cc1,7,-3.9,0,97,-4.5,-2,1,-1,5
CC(NC(=O)c1cccc(S(=O)(=O)N(C)C)c1)c1nc2ccccc2[nH]1 (stereo not drawn),8,-4.7,x,x,-2.3,0,14,12,1
CN(Cc1nc(-c2ccc(C(F)(F)F)cc2)no1)C1CCOCC1,1,-4.2,-1,106,-4.0,-9,19,-3,13
Cc1ccc(S(=O)(=O)N2CCCC2C(=O)n2nc(C)cc2C)cc1 (stereo not drawn),3,-2.3,x,x,-1.4,-6,11,1,14
COc1ccc(C(C)NC(=O)C23CC4CC(CC(C4)C2)C3)cc1OC (stereo not drawn),-9,-2.0,4,102,-0.1,-25,19,-16,21
O=C(O)c1cccnc1SCc1cccc(Cl)c1,0,-1.7,1,102,-1.0,-9,6,12,-10
O=C(Nc1cnn(Cc2ccc(F)cc2)c1)C(c1ccccc1)c1ccccc1,2,-2.0,0,112,-6.3,-14,-8,-3,2
CCn1c(SCC(=O)OC)nnc1-c1ccccc1,-2,-1.2,0,101,-3.8,-1,5,-15,-2
COc1ccc(Cl)cc1C(=O)NCCc1ccc(S(=O)(=O)NC(=O)NC2CCCCC2)cc1,-7,-2.1,6,98,0.1,-46,5,13,24
O=C(/C=C/c1ccco1)N1CCN(c2ccccc2)CC1,-1,-4.9,-1,96,-1.0,-13,9,0,31
O=C(Cn1nc(C(=O)O)c2ccccc2c1=O)NCc1ccco1,2,-1.6,-14,87,0.3,2,6,-6,-4
COc1ccc(N(CC(=O)N2CCN(c3cc(C)ccc3C)CC2)S(=O)(=O)c2c(C)noc2C)cc1,-4,-2.1,-1,92,-1.2,-17,-7,-16,4
COc1ccc(NC(=S)Nc2ccc(S(=O)(=O)N3CCOCC3)cc2)c(OC)c1,-9,0.3,5,99,1.2,3,8,-8,28
CCOc1cc(-c2noc(CCC(=O)N3CCOCC3)n2)ccc1OC,6,-0.3,6,114,-0.1,-14,4,7,13
CCC(=O)c1cn(CC(=O)Nc2cccc(OC)c2)c2ccccc12,-2,0.1,-1,99,-0.3,-7,3,-2,29
N#Cc1nc(-c2ccc(OCc3ccccc3)cc2)oc1NCCCN1CCOCC1,-7,-0.2,9,124,-1.1,18,-14,-73,-1
O=C(NN=C1CCCC1)c1cc(-c2ccc(F)cc2)nc2ccccc12,-1,-4.3,-10,93,-3.4,-5,15,-10,18
